SRC2 TRFRET art = TR-FRET signal artefacts, primary screen, artefact control for PPARgamma SRC-2 agonist project, biochemical; TR-FRET artefact counter-screen; active compounds read high; TR-FRET ratio at 8 µM; 200,000 compounds, 0.4% hits; in the data active means TR-FRET ratio above about 2000; further: inactives centre near 1500
TNAP act hi DEA = TNAP activators at high phosphate acceptor level, primary screen, biochemical, luminescence, uHTS. 200,000 tested, under 10 active. Alkaline phosphatase, tissue-nonspecific isozyme (Homo sapiens), P05186. AID 1136, 2008. activation factor at 20 µM. purified TNAP, CDP-star luminescence, 1 M DEA, 30 min; active compounds read high; 0 = EDTA background, 1 = DMSO-only activity;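 active means activation factor at least 2 at 20 µM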
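Test system – human TNAP · Doses – 20 µM single point · Incubation – 30 min, room temperature · Signal – luminescent substrate turnover signal · Read-out basis – activation factor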
STAT1 inh = STAT1 signaling inhibitors, primary screen, cell-based, HTS, luciferase reporter. NIH 3T3 STAT1-luciferase reporter, IFN-gamma, luminescence. inhibition, % at 5.5 µM. 200,000 compounds, 0.35% hits. AID 920, 2007;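 active means inhibition above a set limit, the mean inhibition across all tested compounds plus 3 SD, cut at about 34% in these data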;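 further: 0% = IFN-gamma with DMSO and 100% = IFN-gamma with 300 µM nifuroxazide; values of inactives mirror those of a sister screen read the other way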
ROMK primary = ROMK potassium channel modulators, primary screen, cell-based, thallium flux, MLSMR library; B-score at 10 µM; AID 1918, 2009; Tet-inducible ROMK, thallium flux fluorescence; actives lie on both sides; 130,000 compounds, 2% hits; ATP-sensitive inward rectifier potassium channel 1 (Homo sapiens), P48048;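 active means signal ratio slope over the read window, or its plate-corrected B-score, at least 3 SD from the plate mean, either direction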;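 further: B-score of the F/F0 ratio slope over 7 to 12 s after thallium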
Target sequence (P48048 whole entry, looked up): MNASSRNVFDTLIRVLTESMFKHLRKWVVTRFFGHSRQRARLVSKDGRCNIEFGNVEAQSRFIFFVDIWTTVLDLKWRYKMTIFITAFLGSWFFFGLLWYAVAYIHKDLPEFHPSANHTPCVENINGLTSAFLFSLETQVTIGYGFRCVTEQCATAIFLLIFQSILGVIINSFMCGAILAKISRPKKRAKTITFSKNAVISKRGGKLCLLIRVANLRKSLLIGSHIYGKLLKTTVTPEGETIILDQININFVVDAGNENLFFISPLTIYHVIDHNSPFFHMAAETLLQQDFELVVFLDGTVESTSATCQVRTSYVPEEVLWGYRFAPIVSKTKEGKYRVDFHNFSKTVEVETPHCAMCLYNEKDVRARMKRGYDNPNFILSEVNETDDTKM
bIAP inh = bovine intestinal alkaline phosphatase inhibitors, primary screen, selectivity assay for TNAP inhibitor project, biochemical, bovine IAP, CDP-star luminescence. alkaline phosphatase, intestinal [Bos taurus]. purified bovine IAP, 30 min. inhibition, % at 20 µM. 190,000 tested, under 10 active. AID 1019, 2008;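 active means over 50% inhibition of intestinal alkaline phosphatase at 20 µM in the single-dose screen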
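test system = bovine IAP enzyme | medium = DEA buffer 100 mM, pH 9.8, with MgCl2 1.0 mM, ZnCl2 0.02 mM | detection = luminescence | dosing = single compound dose of 20 µM, 2% DMSO final | incubation = 30 min reaction at room temperature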
PPARg SRC3 recr = PPARgamma agonists recruiting SRC-3 coactivator, primary screen, biochemical. Peroxisome proliferator-activated receptor gamma (Homo sapiens), P37231. biochemical PPARgamma/SRC-3 coactivator recruitment assay. activation, % at 8 µM. 200,000 compounds, 0.26% hits; in the data active means activation above about 23%;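 further: 0% = DMSO and 100% = reference agonist; some compounds past the cut are filed as inactive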
Target sequence (P37231 whole entry, looked up): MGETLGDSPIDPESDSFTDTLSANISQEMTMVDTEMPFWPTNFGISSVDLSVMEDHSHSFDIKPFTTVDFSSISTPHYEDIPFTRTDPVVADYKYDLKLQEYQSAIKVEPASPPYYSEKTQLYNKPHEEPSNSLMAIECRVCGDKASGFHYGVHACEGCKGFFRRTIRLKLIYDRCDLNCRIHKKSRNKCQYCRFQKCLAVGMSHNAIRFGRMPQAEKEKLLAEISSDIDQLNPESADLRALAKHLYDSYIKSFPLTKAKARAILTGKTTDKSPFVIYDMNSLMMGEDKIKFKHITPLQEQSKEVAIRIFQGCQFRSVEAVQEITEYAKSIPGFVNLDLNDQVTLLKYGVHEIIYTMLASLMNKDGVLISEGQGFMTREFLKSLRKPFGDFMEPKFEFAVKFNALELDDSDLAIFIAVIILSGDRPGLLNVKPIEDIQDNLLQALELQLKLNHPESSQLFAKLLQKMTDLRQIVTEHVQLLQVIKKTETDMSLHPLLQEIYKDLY
PPARg SRC1 recr = PPARgamma agonists recruiting SRC-1 coactivator, primary screen, biochemical; 200,000 compounds, 0.41% hits; activation, % at 8 µM; PPARgamma-SRC-1 coactivator recruitment biochemical assay; in the data active means activation above about 19%;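 further: 0% = DMSO and 100% = reference agonist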
STAT3 activator = IL-6 driven STAT3 reporter potentiators, primary screen, U3A cells, luciferase, luminescence, MLSCN library | 190,000 compounds, 0.91% hits | activation (% of control), % at 5.6 µM | IL-6 STAT3-luciferase reporter; 100% = signal with IL-6 EC80 alone;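 active means activation above the screen-wide mean of compound activation plus 3 SD, cut at about 130% in these data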;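 further: 0% = background luminescence of wells with medium and substrate only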
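Material: human U3A cells carrying STAT3-luciferase construct. Measured by: reporter luminescence signal. Timing: compound 1 h, then IL-6 6 h at 37 °C.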
bIAP activator = bovine intestinal alkaline phosphatase activators, primary screen, biochemical, bovine IAP, CDP-star luminescence; 200,000 compounds, 0.17% hits; purified bovine IAP, 30 min; active compounds read high; fold of DMSO-control signal, blank-subtracted; alkaline phosphatase, intestinal [Bos taurus]; AID 1016, 2008; activation factor at 20 µM;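 active means activation factor of 2 or more at 20 µM, a signal rise over negative controls twice the positive control's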
STAT3 inh = IL-6 driven STAT3 reporter inhibitors, primary screen, U3A cells, luciferase, luminescence, MLSCN library. IL-6 STAT3-luciferase reporter; host cell line lacks STAT1. inhibition, % at 5.5 µM. 190,000 compounds, 0.89% hits. AID 862, 2007;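 active means inhibition above the mean inhibition across all screened compounds plus 3 SD, cut at about 44% in these data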;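 further: 0% = DMSO only wells and 100% = 100 µM nifuroxazide control wells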
PPARg SRC-2 ag = agonists of PPARg-SRC-2 recruitment, primary screen, biochemical, HTS; PPARgamma LBD-SRC-2 recruitment; activation, % at 8 µM; 200,000 compounds, 0.34% hits; AID 1032, 2008; in the data active means activation above about 22%;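 further: 0% = vehicle and 100% = reference agonist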
The depositor's hits bear a star; . = not tested or not shown.

1: COC(=O)c1ccc(COC(=O)c2cnccn2)cc1
2: c1ccc(-c2ccc(C3=Nn4c(Cn5nnc6ccccc65)nnc4SC3)cc2)cc1
3: Cc1nnc(SCC(=O)n2c3c(c4ccccc42)CCCC3)s1
4: COc1ccc(NC(=O)CSc2ccccn2)cc1
5: COc1ccc2c(c1)CCc1c(C(=O)N3CCc4ccccc4C3)noc1-2
6: O=C(N/C(=C\c1cccc([N+](=O)[O-])c1)C(=O)N1CCCCC1)c1cccs1
7: CCOc1ccc(-c2nnn(CC(=O)Nc3ccccc3OC)n2)cc1OCC
8: CN(CC(=O)Nc1ccc(N2CCOCC2)cc1)CC(=O)Nc1ccc([N+](=O)[O-])cc1Br
9: COc1ccc(NC(=O)c2sccc2C)c([N+](=O)[O-])c1
10: CCCNC(=O)c1cc(-c2ccc(Br)cc2)on1

assay / compound	1	2	3	4	5	6	7	8	9	10
SRC2 TRFRET art	1629	1705	1578	1401	1317	1647	1691	1546	1568	1821
TNAP act hi DEA	1	1.1	1	1	1	1	1	0.9	1	1
STAT1 inh	-5.9	4.5	2.7	-20.4	3.5	12.9	2.0	7.3	-25.5	-21.5
ROMK primary	0.00866	-0.577	.	.	.	.	.	-0.174	0.104	.
bIAP inh	1.4	2.8	6.1	5.8	6.7	22.2	9.0	-17.7	34.2	9.3
PPARg SRC3 recr	9.0	15.4	7.2	-3.2	5.6	21.3	10.8	0.2	2.0	6.2
PPARg SRC1 recr	11.7	7.7	-5.8	-0.4	1.9	10.0	-0.6	9.3	-2.7	6.8
STAT3 activator	103.6	85.2	92.9	96.8	93.9	91.7	121.1	103.5	99.5	99.0
bIAP activator	1	1	0.9	0.9	0.9	0.8	0.9	1.2	0.7	0.9
STAT3 inh	1.7	23.0	11.3	3.3	14.4	17.7	-19.6	-2.4	0.9	4.7
PPARg SRC-2 ag	3.5	5.4	-0.6	3.2	-7.4	9.0	5.8	-1.7	8.5	10.9

11: O=C1CC(=C2c3ccccc3-c3ccccc32)C(=O)N1CCN1CCN(c2cccc(Cl)c2)CC1
12: Cc1nn(-c2ccccc2)c(C)c1/C=N/O
13: CN(C)c1ccc(-c2nnc(-c3cccs3)o2)cc1
14: Cc1cc(C)c2nc(NNC(=O)c3ccc(S(=O)(=O)N4CCc5ccccc5C4)cc3)sc2c1
15: CCOC(=O)c1cnc(SC)nc1N1CCCC1
16: COc1ccccc1N1CCN(C(=O)Nc2ccc([N+](=O)[O-])cc2)CC1
17: O=C(NC(C(=O)N/N=C/c1cccc2ccccc12)c1n[nH]c(=O)c2ccccc12)c1ccccc1 (centres undefined)
18: COc1cccc(N2C(C(C)=O)=NN(c3ccccc3)C2c2ccc(N3CCOCC3)cc2)c1 (centres undefined)
19: COc1cc(/C=N/NC(=O)c2ccncc2)ccc1Oc1ccc([N+](=O)[O-])cn1
20: CC(C(=O)Nc1ccc2c(c1)OCCO2)N1CCN(C(=O)c2ccco2)CC1 (centres undefined)

assay / compound	11	12	13	14	15	16	17	18	19	20
SRC2 TRFRET art	1430	1453	1657	1624	1578	1611	1520	1306	1594	1351
TNAP act hi DEA	.	1	1	1	1.1	1	1	1	1	1
STAT1 inh	4.7	-5.1	25.0	-12.7	0.4	10.7	3.6	-23.2	-1.4	-14.1
ROMK primary	.	-0.685	-0.689	0.534	-0.324	-0.07	.	-1.11	1.4	1.37
bIAP inh	.	7.9	3.3	-10.6	5.6	.	-2.0	4.3	2.2	-14.7
PPARg SRC3 recr	-7.0	-0.3	6.8	4.0	-1.0	4.7	8.3	-2.6	0.4	-8.3
PPARg SRC1 recr	0.0	12.9	4.4	5.3	1.4	2.5	0.1	1.6	6.5	-3.1
STAT3 activator	98.1	105.8	56.2	103.7	98.8	100.9	106.3	103.9	100.6	103.5
bIAP activator	.	0.9	1	1.1	0.9	0.3	1	1	1	1.1
STAT3 inh	7.1	-3.1	54.9*	-4.4	7.6	3.6	-6.6	0.3	1.5	1.8
PPARg SRC-2 ag	8.1	-0.8	1.1	0.0	-2.6	-1.5	-0.7	-8.4	2.7	-0.1

Continued; it opens with the 2 that closed the last part.
19: COc1cc(/C=N/NC(=O)c2ccncc2)ccc1Oc1ccc([N+](=O)[O-])cn1
20: CC(C(=O)Nc1ccc2c(c1)OCCO2)N1CCN(C(=O)c2ccco2)CC1 (centres undefined)
21: COC(=O)c1ccc(NC(=S)NC2CCCCC2C)cc1 (centres undefined)
22: Cc1ccccc1S(=O)(=O)Nc1nc2ccccc2nc1N1CCOCC1
23: C=C(C)C1CC=C(C)/C(=N/NC(=O)CNc2ccc(OCC)cc2)C1 (centres undefined)
24: O=C(Nc1cccnc1)c1ccc2c(c1)OCO2
25: O=C(OCc1nc2scc(-c3ccccc3)c2c(=O)[nH]1)c1cc([N+](=O)[O-])ccc1Cl
26: COc1ccc2c(CCNC(=O)c3ccco3)c[nH]c2c1
27: CN(C)c1ccc([N+](=O)[O-])cc1C(=O)O
28: Cc1ccc(NCc2nnc(SCCN3CCCCC3)n2CC2CCCO2)cc1Cl (centres undefined)
29: CC(=O)N(C)c1ccc(NC(=O)C(F)(F)F)cc1
30: Clc1ccc(COc2ccccn2)cc1Cl

assay / compound	19	20	21	22	23	24	25	26	27	28	29	30
SRC2 TRFRET art	1594	1351	1472	2102*	1597	1560	1548	1660	1609	1363	1357	1583
TNAP act hi DEA	1	1	1	1	1	1.1	1	1	0.9	1	1	1
STAT1 inh	-1.4	-14.1	-5.8	-0.1	-10.1	-15.9	-1.8	-3.8	8.3	-14.4	-1.1	-3.2
ROMK primary	1.4	1.37	-0.323	.	-0.28	.	.	0.743	.	-1.85	.	.
bIAP inh	2.2	-14.7	-32.1	-0.6	-1.8	11.4	9.0	-3.4	3.6	-5.5	4.3	1.5
PPARg SRC3 recr	0.4	-8.3	1.1	33.8*	2.7	2.6	1.2	14.9	1.2	3.5	2.9	-4.7
PPARg SRC1 recr	6.5	-3.1	5.8	25.5*	-1.1	-6.8	4.3	8.0	3.6	3.5	-0.8	-0.5
STAT3 activator	100.6	103.5	106.9	95.6	92.6	96.4	67.2	82.6	102.4	93.3	106.5	97.4
bIAP activator	1	1.1	1.3	1	1	0.9	0.9	1	1	1.1	1	1
STAT3 inh	1.5	1.8	-10.1	14.8	16.2	8.3	40.0	21.1	0.4	11.6	-6.8	6.0
PPARg SRC-2 ag	2.7	-0.1	1.7	26.6*	3.8	1.8	-6.2	12.2	-1.2	-3.7	-4.6	4.0

31: Cc1cc(C)nc(-n2nc(C)cc2Nc2ccccc2)n1
32: Cc1ccccc1-c1nnc(SCCOc2ccc3c(C)cc(=O)oc3c2)o1
33: CCCOC(=O)c1ccc(NC(=O)C2CCCO2)cc1 (centres undefined)
34: O=C(Nc1cccc(Cl)c1Cl)c1cc(S(=O)(=O)NCCc2ccccc2)ccc1F
35: CCOC(=O)c1ccc(-n2[nH]c(-c3ccccc3)cc2=O)cc1
36: O=C(COC(=O)Cn1cnc2ccccc21)Nc1cccc(S(=O)(=O)N2CCOCC2)c1
37: O=C(Oc1ccccc1)N1CCN(c2ccc(F)cc2)CC1
38: CC(=O)c1ccc(-c2cccs2)s1
39: CC(C)CSc1nc2ccccc2[nH]1
40: Cc1cc(N(C)C)ccc1[N+](=O)[O-]
41: S=C(NCCCc1ccccc1)Nc1ccccc1Cl

assay / compound	31	32	33	34	35	36	37	38	39	40	41
SRC2 TRFRET art	1646	1461	1372	1573	1428	1439	1571	1717	1443	1461	1400
TNAP act hi DEA	1	1	1	1	1	1	1	1	1	0.8	1
STAT1 inh	4.1	-2.4	-18.4	-9.6	2.6	9.4	-6.3	-15.3	-8.7	-5.4	-2.6
ROMK primary	-2.45	0.0374	.	0.246	0.862	-0.681	.	-0.678	0.0844	-0.972	-0.0595
bIAP inh	1.1	5.6	11.2	4.6	-0.2	8.0	5.6	-6.3	6.5	1.2	3.4
PPARg SRC3 recr	17.8	-2.4	3.0	3.8	-7.3	-0.6	-1.5	2.7	-5.5	2.5	-4.7
PPARg SRC1 recr	-0.3	-4.0	-4.9	6.2	-3.7	13.3	6.0	15.4	1.4	-1.3	-5.3
STAT3 activator	84.9	86.8	102.2	97.8	90.3	101.0	80.2	88.2	112.3	105.7	99.7
bIAP activator	1	0.9	0.9	1	1	0.9	0.9	1.1	0.9	1	1
STAT3 inh	22.4	20.8	-0.7	6.1	14.7	9.4	29.5	16.0	-7.3	-1.7	-2.3
PPARg SRC-2 ag	7.9	-1.6	-8.6	-8.9	0.2	-11.9	2.1	1.5	3.8	-7.0	-4.7

Compound activity: PubChem, several laboratories
